Bioassay records from PubChem BioAssay.
NPYLR7 agonist = mosquito NPYLR7 agonism | activation, % at 10 µM | 0.15% of 270,000 active | HEK293T NPYLR7/Galpha15, GCaMP6s calcium fluorescence | AID 1259423; in the data active = activation above about 40%;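 also: 0% = vehicle and 100% = reference agonist at the receptor; some compounds past the cut are filed as inactive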
mcGAS lum = inhibitors of mouse cGAS. recombinant cGAS, Kinase-Glo ATP depletion luminescence. inhibition, % at 12.5 µM. Q8C6L5. 0.15% of 160,000 active;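 also: 0% = negative control wells and 100% = reference inhibitor with no enzyme activity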
hcGAS inh = human cGAS inhibition | recombinant h-cGAS, ATP depletion, Kinase-Glo luminescence | AID 1259398 | Q8N884 | 0.081% of 290,000 active | inhibition, % at 12.5 µM;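 also: 0% = vehicle reaction and 100% = reaction without DNA for no activity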
Target sequence (Q8N884 whole entry, looked up): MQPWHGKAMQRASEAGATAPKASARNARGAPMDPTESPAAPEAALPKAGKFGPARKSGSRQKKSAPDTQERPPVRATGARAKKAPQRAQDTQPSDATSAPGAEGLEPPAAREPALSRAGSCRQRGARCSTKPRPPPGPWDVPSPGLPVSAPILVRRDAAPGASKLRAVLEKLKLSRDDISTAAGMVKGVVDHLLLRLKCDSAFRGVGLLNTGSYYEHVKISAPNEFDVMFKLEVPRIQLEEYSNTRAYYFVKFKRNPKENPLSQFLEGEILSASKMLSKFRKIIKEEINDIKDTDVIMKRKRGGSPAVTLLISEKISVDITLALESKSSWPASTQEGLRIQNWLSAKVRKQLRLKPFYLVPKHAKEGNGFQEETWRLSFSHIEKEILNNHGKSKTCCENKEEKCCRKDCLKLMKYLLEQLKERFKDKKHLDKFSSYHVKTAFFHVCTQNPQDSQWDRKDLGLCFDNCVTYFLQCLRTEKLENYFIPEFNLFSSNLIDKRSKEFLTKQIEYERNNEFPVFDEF
Active calls of the source: *; nt = not tested or not shown; & = joins results of further samples. Rule as the data show it, unless noted: active = inhibition above about 40%; inactive = the rest.

SMILES	NPYLR7 agonist	mcGAS lum	hcGAS inh
CCc1ccc2nc(N(Cc3cccnc3)C(=O)Cc3ccccc3)sc2c1	-26	1	-2
CN(CCc1ccccc1)C1CCCN(Cc2cc(=O)n3[nH]cnc3n2)C1 (stereo not given)	5	-12	0
CCCc1[nH]n(-c2cccc(Cl)c2)c(=O)c1C1=C([n+]2cccc(C)c2)C(=O)N(CC2CCCO2)C1=O (stereo not given)	9	-10	-3
CC1(C)CC2CC(C)(CN2C(=O)c2csc(CSc3nnc(Cc4ccccc4)n3-c3cccc(C(F)(F)F)c3)n2)C1 (stereo not given)	-2	-7	-18
c1ccc(Oc2ccccc2-c2cc(NCCc3ccccn3)n3nccc3n2)cc1	-8	-3	-5
COc1ccc(CCC(=O)NNC(=O)c2cc(Cl)ccc2Cl)cc1OC	3	nt	0
CCC(C)c1csc(N(C)C(=O)CCn2cncn2)n1 (stereo not given)	4	nt	-17
CCC(C)N(CC(=O)N(Cc1ccc(F)cc1)Cc1cccs1)C(=O)c1ccc(F)cc1 (stereo not given)	7	-6	-2
O=C(Nc1ccc(S(=O)(=O)Nc2cccc(F)c2)cc1)C1CCOC1 (stereo not given)	8	nt	-9
Cc1cccc(Cn2c(=O)c(C(=O)NCCN(C)C)nn(-c3ccc(C)c(C)c3)c2=O)c1	13	-7	-8
CCc1ncc(C(=O)NS(=O)(=O)c2ccccc2C(=O)OC)s1	10	nt	-10
CCOC(=O)N1CCN(c2c(F)cc3[nH]c(=S)[nH]c3c2Br)CC1	-12	nt	-2
Cc1c(C(C)NC(=O)CN2CCC(c3ccccc3)CC2)cnn1-c1ccccn1 (stereo not given)	5&-6	-6	-3&1
CCSc1nc(CC(=O)N(C)C(C)c2nccs2)cs1 (stereo not given)	4	nt	0
CC1=NC2=C(C(=O)CC(c3ccccc3)C2)C(c2ccccc2F)C1C(=O)OCc1ccccc1 (stereo not given)	3	-2	-2
Cc1cc2c(N=NC(=O)c3ccccc3O)c(O)[nH]c2cc1Br	-5	1	0
CCn1ncnc1C(C)NC(=O)Cc1csc(C)n1 (stereo not given)	5	-2	1
O=C(NCc1ccc(-c2ncc(-c3ccc(F)cc3)[nH]2)cc1)c1cc(F)cc(C(F)(F)F)c1	2	-6	-4
COc1ccc(C(=O)N2CCCC2)c(OC2CCN(C3Cc4ccccc4C3)CC2)c1	3	nt	-10
CCCCN(C)C(=O)C1CCNCC1	-3	nt	-12

Full records, quoted from the list:
Cc1c(C(C)NC(=O)CN2CCC(c3ccccc3)CC2)cnn1-c1ccccn1 (stereo not given) reads NPYLR7 agonist = 5&-6; mcGAS lum = -6; hcGAS inh = -3&1
O=C(Nc1ccc(S(=O)(=O)Nc2cccc(F)c2)cc1)C1CCOC1 (stereo not given) reads NPYLR7 agonist = 8; mcGAS lum = nt; hcGAS inh = -9

Next section
SMILES	NPYLR7 agonist	mcGAS lum	hcGAS inh
O=S(=O)(c1ccc(Cl)s1)N1CCN(c2ccnc3cc(Cl)ccc23)CC1	13	-6	-3
CCN1CCN(c2c(CN(CCCOC)C(=O)C(C)(C)CCl)c(C)nn2-c2ccccc2)CC1	14	-7	-4
O=C(NCCCc1ccccc1)c1cn(C2CCCCC2)nn1	5	-8	-3
CCCC(=O)N1CCN(S(=O)(=O)c2c(C)c(C)cc(C)c2C)CC1	0	-5	-5
O=C(NC1CCCC(C(F)(F)F)C1)c1ccc2c(c1)OCCCO2 (stereo not given)	11	-8	-13
CCC(=O)N(Cc1csc(COc2c(OC)cccc2OC)n1)C1CC1	23	-5	-4
COc1cccc(Cn2c(=O)c(C(=O)NCC3CCCO3)nn(-c3ccccc3F)c2=O)c1 (stereo not given)	nt	-4	-2
COc1ccc(CCNC(=O)c2ccccc2N2CCC(NC(=O)c3ccccc3C)CC2)cc1	15	-5	-3
Cc1cccc(-n2cc(-c3ccccc3)c3c(NCCOCCO)ncnc32)c1	-5	-7	-6
CNC(=O)[C@@H]1C[C@H]2CN(CCOC)C(=O)c3cccc(c32)N1C(=O)Cc1ccc(OC)cc1	2	-8	-11
Cc1ccc(NC(=O)Nc2ccc(N3CCCC3)c(C(=O)NCc3ccccc3)c2)cc1C	4	-4	-5
Cc1ccc2c(c1)CN(Cc1ccc(C)s1)CC(C)O2 (stereo not given)	6	-8	-5
O=C(NC1CC1)c1cccc(NS(=O)(=O)c2ccc(F)cc2F)c1	0	-6	-3
Cc1cc(C(=O)N(CC2CCCO2)c2nc3c(F)cccc3s2)nn1C (stereo not given)	8	nt	-4
Nc1nnc(SCCCOc2ccccc2)s1	12	nt	-5
CC1(C)CC(=O)CC(=NNc2c(Cl)cc(Cl)cc2Cl)C1	-5	nt	-4
COc1ccc(S(=O)(=O)N2CCN(c3nc(C)nc(C)c3Cc3ccccc3Cl)CC2)cc1	-1	-5	-4
COc1ccccc1-c1cccc(C(=O)N2CCc3[nH]ncc3C2)c1	-3	1	1
c1ccc2[nH]c(-c3ccncc3)nc2c1	1	nt	1
CC(=O)Oc1ccccc1Cn1c(C)c(C(=O)NCc2ccc(C(F)(F)F)cc2)sc1=O	10	nt	-2
Cc1cccc(C(=O)Nc2c(C)nc3sccn3c2=O)c1	6	-5	-5
CCOc1ccc(CCC2CCN(C(=O)Nc3ccccc3)CC2)cc1	-4	-2	3
CCOC1CC(NC(=O)c2c(C)noc2C)C12CCCCC2 (stereo not given)	-8	nt	-5
CC1CCN(C(=O)C2CCCN(CCCc3cn[nH]c3)C2)CC1 (stereo not given)	6	-6	-9
Cn1cc(C(=O)N2CCCCCC2)cc(NC(=O)C2CC2)c1=O	-6	-8	-6
COc1cc(C)c(S(=O)(=O)Nc2ccc(C)cc2C(=O)O)cc1C	0	nt	-4
CCN=c1scc(C)n1N=Cc1cc(Br)c(O)c(Br)c1	0	nt	-2
CC(C)n1ncc2cc(NC(=O)C3=NN(c4ccc(F)cc4)C(C(N)=O)C3)cnc21 (stereo not given)	4	nt	-11
C#Cc1ccc(CN2CCN(C3CCCCC3)C(CCO)C2)cc1 (stereo not given)	-1	-11	-10
CNS(=O)(=O)c1cc(C(=O)NCc2ccc3c(c2)OCCO3)cc(C)c1C	2	nt	-7
CCOc1ccc(N(CC(=O)NCc2ccccn2)S(=O)(=O)c2ccc(SC)cc2)cc1	5	-9	-3
CC1=C(C(=O)OCCOC(C)C)C(c2cccc(F)c2)C2=C(CCCC2=O)N1 (stereo not given)	-9	-1	1
CN1CCCC1(C)C(=O)Nc1ccc(OC(F)F)cc1 (stereo not given)	1	-5	-10
O=C(Nc1nc(-c2ccc(Cl)c(Cl)c2)cs1)c1ccco1	-3	-6	0
COC(=O)C(C)NC(=O)Cn1nc(N2CCOCC2)ccc1=O (stereo not given)	2	nt	-7
C=CCn1c(SC(C)C(=O)NC2CCCC2)nc2ccsc2c1=O (stereo not given)	13	nt	-5
Cc1cc(C)[n+]2nc(SCc3ccccc3)sc2n1	-5	nt	-2
CC(=O)Nc1ccc(NC(=O)COc2coc(CN3CCc4ccccc4C3)cc2=O)cc1	4	-9	-5
COc1nc(C)cc(Oc2ccc(=O)[nH]n2)n1	1	nt	-5
Cc1csc(NC(=O)c2ccc3c(c2)OCO3)n1	0	nt	-8

In another format: four of the compounds above
> C=CCn1c(SC(C)C(=O)NC2CCCC2)nc2ccsc2c1=O (stereo not given)
- NPYLR7 agonist: 13
- mcGAS lum: nt
- hcGAS inh: -5
> Cc1cccc(C(=O)Nc2c(C)nc3sccn3c2=O)c1
- NPYLR7 agonist: 6
- mcGAS lum: -5
- hcGAS inh: -5
> COc1cc(C)c(S(=O)(=O)Nc2ccc(C)cc2C(=O)O)cc1C
- NPYLR7 agonist: 0
- mcGAS lum: nt
- hcGAS inh: -4
> CCOc1ccc(N(CC(=O)NCc2ccccn2)S(=O)(=O)c2ccc(SC)cc2)cc1
- NPYLR7 agonist: 5
- mcGAS lum: -9
- hcGAS inh: -3

As entered above.
Reading of `O=C(Nc1nc(-c2ccc(Cl)c(Cl)c2)cs1)c1ccco1` under hcGAS inh: 0
Reading of `COC(=O)C(C)NC(=O)Cn1nc(N2CCOCC2)ccc1=O` (stereo not given) under hcGAS inh: -7

(listing goes on)
SMILES	NPYLR7 agonist	mcGAS lum	hcGAS inh
Cc1oc(-c2cccc(NC(=O)CC(C)C)c2)nc1CNC(=O)Cc1cc(F)cc(F)c1	56*	-8	-7
CC(C)C(NC(=O)c1ccco1)C(=O)NCCN(C(C)C)C(C)C (stereo not given)	5	nt	-7
CC(C)C(C)CC(=O)N1C[C@@H]2CCCN(C(=O)CC(C)C(C)C)[C@@H]2C1 (stereo not given in full)	-5	nt	5
CC12CC3CC(C)(C1)CC(C(=O)N[C@H]1CCCC[C@@H]1O)(C3)C2	7	-8	-8
O=C1C=C(NCCNC(=O)C2CC2)CC2(CCCCC2)C1	-2	nt	-4
COC(=O)CN1CCN(c2nc(C(C)(C)C)nc3c2cnn3C)C(C)C1=O (stereo not given)	0	nt	-8
O=C(NCC(CO)Cc1ccccn1)C(c1ccccc1)N1CCCCC1=O (stereo not given)	13	nt	-13
O=C(COc1ccc(Cl)cc1Cl)NCCn1nc(-c2cccnc2)ccc1=O	6	nt	3
O=P1(N2CCc3ccccc3C2)C=C(c2ccccc2)SC(c2ccccc2)=C1	20	-7	1
Cc1csc(C2CCCCN2C(=O)C(C)Oc2ccc(Cl)cc2C)n1 (stereo not given)	-2	nt	-5
COc1cccc(CC2(CO)CCCN(Cc3cc(F)ccc3-n3cccn3)C2)c1 (stereo not given)	12	-4	-3
COCCNC(=O)C(NC(=O)CC(C)C)C1CCN(C(=O)C2CC2)CC1 (stereo not given)	-2	-3	0
CC(C)c1cc(C2CCN(Cc3ccnc(C(C)C)n3)CC2)[nH]n1	1	-18	-3
Cc1ccc(C)c(Cn2cnc3c(nnn3C)c2=O)c1	3	nt	-4
CSc1nc(-c2ccccc2)nn1C(=O)c1ccc(Cl)cc1	6	nt	-7
COc1ccc(-c2ccc(NS(C)(=O)=O)cc2)nn1	-4&-3	-7	3&-8
O=C(c1cn[nH]n1)N(CCCO)Cc1cccnc1	4	-17	-5
Cc1nc2ncnn2c(C)c1CC(=O)N1CCC(Cc2ccccc2)CC1	4	-6	-2
CC(C)OCc1ccc(C(=O)N2CCN(CC(=O)N3CCCC3)CC2)cc1	5	-7	-9
O=C(NCCN1CCCCC1)C(C1CCCC1)N1CCN(C(=O)c2cccs2)CC1 (stereo not given)	-5	-5	-4
COc1ccc(-c2cnc3ncnn3c2N2CCN(CC(=O)N(C)c3ccccc3)CC2)cc1	nt	-7	-8
CC(C)Nc1ccc(C(=O)NCc2ccc3c(c2)OCO3)cn1	-7	nt	-2
Cc1ccc(Cc2nsc(N(CCC(=O)N3CCN(C/C=C/c4ccccc4)CC3)C(C)C)n2)cc1	17	-6	-9
CC1(Cc2ccc(C(F)(F)F)o2)C(=O)Nc2ccc(-c3ccsc3)cc21 (stereo not given)	2	-1	-1
CC(C)(C)c1cc2nc(C(=O)NCc3ccccn3)cc(-c3ccccc3F)n2n1	-6&6	-9&-4	-10&-1
O=C(NCCNc1ccccc1)c1ccccn1	3	1	-3

Entries listed so far that contain a furan ring, fused or not, in the order listed:
SMILES	NPYLR7 agonist	mcGAS lum	hcGAS inh
O=C(Nc1nc(-c2ccc(Cl)c(Cl)c2)cs1)c1ccco1	-3	-6	0
CC(C)C(NC(=O)c1ccco1)C(=O)NCCN(C(C)C)C(C)C (stereo not given)	5	nt	-7
CC1(Cc2ccc(C(F)(F)F)o2)C(=O)Nc2ccc(-c3ccsc3)cc21 (stereo not given)	2	-1	-1
